Compound activity deposited in PubChem by several laboratories.
BoNT A protease = blocks Botulinum neurotoxin A light chain protease | multiplex microsphere protease substrate cleavage, flow cytometry | inhibition, % at 10 µM | 0.17% of 360,000 active; note: plate controls were buffer without enzyme for full effect and enzyme alone for no effect
Anthrax LF inh2 = inhibitors of Bacillus anthracis lethal factor protease | 0.12% of 360,000 active | multiplex microsphere protease cleavage assay, LF | AID 588501 | inhibition, % at 10 µM | P15917; note: plate controls were buffer without enzyme for full effect and enzyme alone for no effect
FBA Mtb inh = inhibitors of M. tuberculosis fructose-bisphosphate aldolase; purified M. tuberculosis FBA, fluorescence read-out; inhibition, % at 1 µM; 2.3% of 360,000 active; AID 588726; in the data active = inhibition above about 27%;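 note: 0% = vehicle and 100% = reference inhibitor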
Target sequence (P9WQA3 whole entry, looked up): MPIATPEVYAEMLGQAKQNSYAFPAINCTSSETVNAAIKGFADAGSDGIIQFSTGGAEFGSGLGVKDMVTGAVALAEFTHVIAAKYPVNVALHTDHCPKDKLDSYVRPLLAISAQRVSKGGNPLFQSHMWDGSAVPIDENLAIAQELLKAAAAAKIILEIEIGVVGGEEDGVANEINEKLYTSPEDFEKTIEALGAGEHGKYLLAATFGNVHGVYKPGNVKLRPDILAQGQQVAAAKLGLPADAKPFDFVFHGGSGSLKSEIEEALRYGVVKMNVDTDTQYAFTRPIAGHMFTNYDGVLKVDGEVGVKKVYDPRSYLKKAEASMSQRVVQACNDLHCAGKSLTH
Mtb UGM inh = blocks M. tuberculosis UGM enzyme; inhibition, % at 10 µM; AID 504406; P9WIQ1; purified UGM, fluorescence polarization probe displacement; 0.06% of 320,000 active; in the data active = inhibition above about 10%, passing the limit was not always enough; inconclusive = no clear call, values can overlap the other calls
Target sequence (P9WIQ1 whole entry, looked up): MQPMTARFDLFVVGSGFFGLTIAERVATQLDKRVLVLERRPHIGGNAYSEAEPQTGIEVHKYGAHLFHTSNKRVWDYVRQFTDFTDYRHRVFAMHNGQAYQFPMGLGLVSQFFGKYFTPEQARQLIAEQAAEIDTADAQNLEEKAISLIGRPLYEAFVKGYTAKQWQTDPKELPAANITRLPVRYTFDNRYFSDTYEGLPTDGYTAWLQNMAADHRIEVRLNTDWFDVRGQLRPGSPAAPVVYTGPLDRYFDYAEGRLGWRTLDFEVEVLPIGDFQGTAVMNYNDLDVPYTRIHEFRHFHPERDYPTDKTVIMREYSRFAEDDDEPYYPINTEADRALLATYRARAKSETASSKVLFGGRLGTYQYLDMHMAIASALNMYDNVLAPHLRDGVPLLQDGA
BioA inh = blocks M. tuberculosis BioA enzyme activity | purified M. tuberculosis BioA enzyme, plate reader | inhibition, % at 9.99 µM | 0.096% of 360,000 active | AID 602481; in the data active = inhibition above about 40%; inconclusive = no clear call, values can overlap the other calls
PfHsp40 rescue = restores yeast growth despite PfHsp40 toxicity; S. cerevisiae expressing PfHsp40, growth rescue, ATP luminescence; growth rescue, % at 12.5 µM; 0.68% of 340,000 active; AID 504582; in the data active = growth rescue above about 28%, passing the limit was not always enough; inconclusive = no clear call, values can overlap the other calls;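 note: yeast W303a lacking pdr1 and pdr3 grown in galactose medium; growth measured after three days at 30 °C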
GDH-TPI inh = GDH-TPI coupled enzyme inhibition counter-screen | AID 588335 | GDH-TPI coupled enzyme counterscreen, NADH absorbance | 1.2% of 360,000 active | inhibition, % at 4.8 µM; in the data active = inhibition above about 30%;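 note: 0% = DMSO wells and 100% = wells lacking the enzyme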
BoNT F protease = BoNT F light chain protease inhibition | Multiplex microsphere protease cleavage assay, flow cytometry | inhibition, % at 10 µM | 0.22% of 360,000 active; in the data active = inhibition above about 35%, passing the limit was not always enough; inconclusive = no clear call, values can overlap the other calls; note: plate controls were buffer without enzyme for full effect and enzyme alone for no effect
FadD28 binding = M. tuberculosis FadD28 bisubstrate binding inhibition. FadD28 bisubstrate probe binding, fluorescence polarization. inhibition, % at 12.5 µM. 0.22% of 360,000 active; in the data active = inhibition above about 8.5%, passing the limit was not always enough; inconclusive = no clear call, values can overlap the other calls
An asterisk follows results filed as active; ? = inconclusive; . = no result given; + = active, no number. Cut-off read from the data, not from the text of the source, unless noted: active = inhibition above about 30%; inconclusive = no clear call, values can overlap the other calls; inactive = below that.

SMILES	BoNT A protease	Anthrax LF inh2	FBA Mtb inh	Mtb UGM inh	BioA inh	PfHsp40 rescue	GDH-TPI inh	BoNT F protease	FadD28 binding
CC(=O)Nc1ccc(S(=O)(=O)NCCC(=O)OCC(=O)NC(C)c2ccc(Cl)cc2)cc1 (stereo unspecified)	0.0	-5	-3	.	1.8	-1.5	15	-6	-6.2
CC(=O)Nc1ccc(S(=O)(=O)N2CCN(Cc3cccc([N+](=O)[O-])c3)CC2)cc1	-1.7	-4	5	-1.5	.	-0.6	4	0	-1.2
O=C1C=CC(O)(c2cc(=O)c3c(O)cc(O)cc3o2)C=C1	0.2	-8	5	0.2	1.2	-1.8	28	0	-2.6
CC(C)CC(=O)Nc1ccc(C(=O)COC(=O)C2=COCCO2)cc1	.	.	4	1.7	-0.4	0.5	7	.	-0.7
CCN(CC(=O)Nc1c(F)cccc1F)C(=O)c1ccc(-n2cncn2)c([N+](=O)[O-])c1	4.9	1	-4	-2.0	0.2	0.0	-3	7	-1.7
Cc1ccc(Oc2nnc(-c3ccccc3)c3ccccc23)cc1	5.7	-4	0	-0.8	-4.0	6.1	3	6	-0.5
O=Cc1cccn1-c1nccc(-c2ccco2)n1	-0.3	-9	2	1.3	-0.1	-1.3	3	-8	-2.3
CC(=O)N1CCN(C(=O)c2cc(-c3ccc(C)o3)nc3ccccc23)CC1	-4.8	1	131*	0.4	-1.8	-0.1	17	-7	-4.4
O=C(Nc1cccc(Cl)c1)c1cncn1-c1ccc(F)cc1	0.8	2	6	-0.9	-4.9	0.3	3	-6	-3.7
Cc1cccc(OCC(=O)Nc2cccc(O)c2)c1	0.7	-1	1	0.6	-2.5	0.5	3	7	-1.4
CCC(NC(=O)Nc1cc(C)on1)(C(F)(F)F)C(F)(F)F	?	3	0	-2.0	.	-2.1	9	?	0.1
COCC(=O)c1[nH]c2ccccc2c1C	0.0	-1	1	-1.7	-1.5	-0.7	22	0	0.1
Cc1ccc(S(=O)(=O)NC(CC(=O)O)c2ccccc2)c(C)c1 (stereo unspecified)	-0.5	0	0	0.5	0.6	-0.7	4	-5	0.4
CC(C)CC(=O)Nc1ccc(C(=O)NNC(=S)NC(=O)C2CCCCC2)cc1	-1.3	2	4	0.2	-1.8	-1.5	28	-5	-3.0
COc1ccc(NC(=O)C2(C)CCN2C)cc1OC (stereo unspecified)	0.0	-2	-5	.	-1.0	.	6	-6	-3.6
CC(=O)C[C@H](O)CC(=O)[C@@H]1OC(=O)CCCCCc2ccccc21	0.0	-5	-1	-2.9	0.3	1.4	6	1	-2.3
C=C1c2cc(C)c(C)cc2NC(=O)N1c1ccccc1	0.5	-2	3	-1.9	-0.8	0.8	-6	?	-0.5
O=C(CSc1ccc2c(c1)OCCO2)Nc1ccccc1	-0.9	-3	-1	.	0.2	.	4	-21	-0.6
CC(C)(C)C(=O)Nc1nc(=S)ss1	-0.1	0	-3	1.1	-1.8	-2.1	-1	8	-3.5
Cc1cccc2cc(C#N)c(NCCNC(=O)NC3CCCCC3)nc12	-0.7	-12	4	-0.9	1.1	0.7	0	3	-0.7
COc1ccc(/C(O)=C2\C(=O)C(=O)N(c3cc(C)on3)C2c2ccccc2OC)cc1C (stereo unspecified)	0.0	-7	8	0.2	1.1	0.1	22	15	-2.0
COc1cccc(CNC(=O)c2cc3ccccn3n2)c1	-0.1	2	3	0.5	-0.6	-0.5	-1	3	-1.6
O=S(=O)(c1cccs1)N1CCN(c2ccc(Cl)cc2)CC1	-1.1	0	2	-0.7	-1.3	-1.5	-1	-4	-1.0
C/C=C(\C)C(=O)Nc1cccc(C2=NOC3(C2)C[C@@H](C(N)=O)N(C(=O)c2ccccc2C(=O)c2ccccc2)C3)c1 (stereo partly specified)	0.6	5	0	0.1	0.1	51*	10	1	-7.7
C#CC(CC)(CC)NC(=O)NC1CCCCC1	0.1	1	-2	-1.0	.	1.5	-6	-2	-0.6
Cc1cccc(C)c1NC(=O)CN(C)C(=O)CCC(=O)c1ccccc1	4.1	3	0	0.4	-1.0	-0.3	2	2	-4.1
Cc1ccc2nc(NC(=O)C3CCN(S(=O)(=O)c4cc([N+](=O)[O-])ccc4Cl)CC3)sc2c1	-2.4	-1	-3	-0.8	.	0.0	8	-2	1.2
O=C(COc1ncnc2ccccc12)NCCC1=CCCCC1	0.0	-4	2	1.4	0.6	1.0	4	4	-1.2
COC(=O)Cc1cc(=O)oc2cc(O)ccc12	0.5	0	+	-0.5	-0.1	-0.1	13	-2	-0.6
CCOC(=O)C1=C(COC(=O)c2cccs2)NC(=O)NC1C (stereo unspecified)	-17	-1	-1	-2.4	-0.7	1.6	4	-1	-1.4
O=C(CSCc1ccc(Cl)cc1)NN=C1CCCC1	0.2	0	2	1.0	.	-0.2	-3	1	-6.5
Cc1ccc(NC(=O)COC(=O)CNC(=O)c2ccc3ccccc3c2)c([N+](=O)[O-])c1	0.0	-1	1	4.7	.	0.9	0	0	3.1
COCC(=O)Oc1c(S(=O)(=O)c2ccccc2)c(C)nn1C(C)(C)C	-0.9	-2	5	0.9	1.6	-1.4	9	6	0.2
COc1ccc(CCNS(=O)(=O)c2cn(C)nc2C)cc1	0.0	-2	2	4.4	-0.2	0.5	13	9	1.8
CCn1c(CNC(=O)COc2ccc(C(C)C)cc2)nnc1SCC(=O)Nc1ccccc1C(C)C	0.3	-7	-1	-0.5	2.2	0.4	2	-9	-1.8
COc1ccc(CCNC(=O)CSc2nnc(C(C)N(C)C)n2Cc2ccccc2)cc1OC (stereo unspecified)	0.3	3	5	2.6	-1.7	-1.6	7	-8	-1.4
COc1ccccc1NC(=S)NC12CN3CN(CN(C3)C1)C2	-1.4	-4	-2	-0.7	.	-0.2	4	-4	-4.7
Cc1ccc(S(=O)(=O)N(C)C)cc1NC(=O)COC(=O)Cc1n[nH]c(=O)c2ccccc12	-2.6	-2	1	-1.1	0.4	0.4	-2	-15	-4.9
CCCc1cc(NCc2ccccn2)n2nc(C)c(-c3ccccc3)c2n1	-1.4	-2	5	3.1	-3.1	67*	0	?	-1.8
O=S(=O)(c1ccc(N2CCCC2)nc1)N1CCOCC1	1.0	4	1	.	0.2	-1.0	-7	11	-3.8
O=C(CSc1nc2ncccc2[nH]1)NC1CCCCC1	0.7	-1	-5	-0.9	-2.3	-0.6	-2	-2	-0.5
Cn1c(N)c(C(=O)COC(=O)Cc2ccc(Cl)cc2Cl)c(=O)n(C)c1=O	-1.9	-3	1	.	0.4	-1.3	-3	-1	-6.4
COc1ccc(C(=O)NC(=S)Nc2ccc(CN3CCOCC3)cc2)cc1Cl	1.2	-4	4	-0.3	-1.1	-2.0	2	1	-1.8
Cc1ccc(NC(=O)C2CCN(C(=O)NC3CCCCC3)CC2)c(C)c1	-0.5	0	3	1.4	.	-0.8	2	-4	0.1
CCNC(=O)CC1C(=O)N(c2ccccc2)C(=O)N1CCC(C)C (stereo unspecified)	-0.5	-2	2	-0.4	4.1	-0.7	0	-14	-0.4
O=C(NCCN1C(=O)S/C(=C\c2ccc(OC(F)F)cc2)C1=O)c1cnccn1	-0.8	1	-2	-0.7	.	0.9	28	-12	-0.4
COc1cc(CNCc2ccncc2)cc(Br)c1OCc1ccccc1F	-0.9	-6	2	-0.7	.	-0.4	8	-13	0.4
C=CCn1c(=N)c(C(=O)NCCCOC)cc2c(=O)n3ccccc3nc21	1.2	2	+	2.1	0.2	0.1	12	8	-0.9
CC(C)(C)OC(=O)N1CCC(C(=O)N2CCC[C@H]2C(=O)O)CC1	2.9	0	2	0.4	-1.3	-0.3	13	6	-0.3
CCOc1ccc(CNCCNC(=O)c2nonc2N)cc1	-1.7	-10	-1	-0.9	.	-1.2	1	-10	-0.4
O=C(C[n+]1ccc(-c2nnc3n2CCCCC3)cc1)c1ccc(Cl)cc1	-0.3	-3	14	3.6	.	-0.1	-1	-15	-0.4
CC1(C)C2C/C(=N\O)C(C)(/[N+]([O-])=C/c3cccc([N+](=O)[O-])c3)CC21 (stereo unspecified)	-1.1	-6	1	-0.7	1.4	-1.3	1	-2	0.1
Cc1ccccc1C(=O)NC1CCN(Cc2ccccc2)CC1	-0.2	1	0	-0.5	.	-0.4	0	3	-0.8
Cc1cc(NC(=O)CCN2C(=O)C3C4CCC(C4)C3C2=O)c(C)cc1Br (stereo unspecified)	?	-34	-1	2.5	1.2	1.0	13	-36	-2.4
Cc1ccc(C(=O)N[C@H](C(=O)NC2CCCCC2)C(C)C)cc1	2.7	-7	0	0.8	-2.0	0.7	-1	3	-2.7
CCOc1ccccc1NC(=O)Nc1cc(C(=O)O)ccc1C	-0.9	-1	4	1.6	.	0.4	9	-3	-0.1
CC(C)CC(=O)Nc1ccc(S(=O)(=O)N2CC3CC(C2)c2cccc(=O)n2C3)cc1 (stereo unspecified)	.	.	-1	1.1	-1.4	0.7	2	.	-1.8
CC1Cc2nc(SCC(=O)NCC3CCCO3)n(-c3ccccc3)c(=O)c2S1 (stereo unspecified)	0.1	15	2	.	6.7	.	11	-3	0.8
COC(=O)c1ccc(CNC(=O)COC(=O)CC23CC4CC(CC(Br)(C4)C2)C3)cc1	-0.4	-1	1	1.0	.	-0.7	0	-4	-1.3
O=C(CSc1nnc(-c2ccncc2)n1-c1ccc(Cl)cc1)NCc1cccs1	-0.1	1	2	-0.1	47*	-1.2	3	8	-1.8
Remaining list, next part.
SMILES	BoNT A protease	Anthrax LF inh2	FBA Mtb inh	Mtb UGM inh	BioA inh	PfHsp40 rescue	GDH-TPI inh	BoNT F protease	FadD28 binding
CCOc1ccccc1OCC(=O)NCc1ccco1	0.0	3	-4	0.8	-0.5	0.5	-2	-5	-3.3
COc1ccc(C(=O)N2c3ccccc3C=CC2C#N)cc1 (stereo unspecified)	-0.9	-1	0	1.0	.	1.0	7	-10	-0.6
CCOc1ccc(NC(=O)CN(C)C(=O)CN2C(=O)NC3(CCCC3)C2=O)cc1OCC	1.9	-3	0	0.8	.	-0.5	0	4	1.0
COc1ccc(C(C(=O)NC2CCCCC2)N(C(=O)c2ccco2)c2ccc(-n3cnnn3)c(C)c2)cc1 (stereo unspecified)	-0.6	3	0	-1.4	.	0.4	1	0	-4.0
CCOC(=O)C1=C(C)N2C(=C(C#N)[C@@H]1c1ccc(C(=O)OC)cc1)SC[C@@]2(O)C(C)(C)C	2.3	5	-2	3.4	-0.1	1.6	9	1	1.1
COc1ccccc1NC(=O)NCCCN1CCN(c2cccc(Cl)c2)CC1	-0.4	0	4	3.3	0.4	?	-10	-1	-0.6
CCc1ccc(OCCCCCn2ccnc2)cc1	0.6	10	0	3.4	-0.2	1.4	6	?	-3.0
CN1CCN(S(=O)(=O)c2ccccc2)CC1	1.4	-12	-1	-3.9	-0.6	-1.5	4	-11	-2.8
Cc1ccc(S(=O)(=O)NNC(=O)CCC(=O)Nc2ccccc2Cl)cc1	1.4	-2	0	1.3	-2.6	-1.3	3	4	-3.3
Cc1nc(SCc2ccc(O)c([N+](=O)[O-])c2)c([N+](=O)[O-])[nH]1	0.2	2	-16	0.2	2.3	-1.3	15	3	-0.5
CCOC(=O)c1c(C)nc2sc3c(=O)n(-c4ccc(C(C)=O)cc4)cnc3c2c1-c1ccc(Cl)cc1	0.2	-6	1	0.6	1.2	1.5	11	-1	-3.1

Structural class: the compounds so far containing an NH in an aromatic ring (4)
SMILES	BoNT A protease	Anthrax LF inh2	FBA Mtb inh	Mtb UGM inh	BioA inh	PfHsp40 rescue	GDH-TPI inh	BoNT F protease	FadD28 binding
COCC(=O)c1[nH]c2ccccc2c1C	0.0	-1	1	-1.7	-1.5	-0.7	22	0	0.1
Cc1ccc(S(=O)(=O)N(C)C)cc1NC(=O)COC(=O)Cc1n[nH]c(=O)c2ccccc12	-2.6	-2	1	-1.1	0.4	0.4	-2	-15	-4.9
O=C(CSc1nc2ncccc2[nH]1)NC1CCCCC1	0.7	-1	-5	-0.9	-2.3	-0.6	-2	-2	-0.5
Cc1nc(SCc2ccc(O)c([N+](=O)[O-])c2)c([N+](=O)[O-])[nH]1	0.2	2	-16	0.2	2.3	-1.3	15	3	-0.5
